Bioassay records as filed in PubChem.
Pf gametocyte = inhibitors of late stage P. falciparum gametocyte viability; P. falciparum stage V gametocytes, ATP luminescence, 24 h; 150,000 tested, 0.065% active; AID 743093; inhibition, % at 10.9 µM;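 active means inhibition above the mean plus 3 SD of compounds within the control limits, set per campaign, cut at about 38% in these data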;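 further: 0% = DMSO wells and 100% = medium only without gametocytes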
An asterisk follows results filed as active.

SMILES	Pf gametocyte
O=C1CCCC/C=C\C[C@H](CC(=O)N(CCO)Cc2ccccc2)C(=O)N[C@@H](c2ccccc2)CO1	11.0
NC1=NC(=O)C(Cc2ccc(F)cc2)S1 (stereo unspecified)	-6.4
N#Cc1ccccc1NC(=O)c1ccccc1OCC(=O)Nc1ccc2c(c1)oc1ccccc12	19.0
COc1ccc(C2/C(=C(/O)c3ccc(C)cc3)C(=O)C(=O)N2CCCN2CCOCC2)cc1 (stereo unspecified)	-10.6
O=C1[C@H]2[C@@H](/C=C/c3ccccc3)N3C(=O)CN(CC4CC4)C(=O)[C@@]3(Cc3ccccc3)[C@H]2C(=O)N1c1ccccc1	8.8
O=S1(=O)CCOCCCN1Cc1cccc(F)c1	-7.5
CCN(CC)CCNS(=O)(=O)c1ccc2c3c(cccc13)C(=O)N2	-44.6
CCc1c(C)nc2ncnn2c1Nc1ccc(C)cc1	6.4
CC(C)CC(=O)c1c(O)c(C=O)c(O)c2c1O[C@@]1(C)[C@@H](C2)C[C@H]2C[C@@H]1C2(C)C	-11.6
c1ccc(C[C@H]2CNCCN2CCCCC2CCCCC2)cc1	22.8
O=C(NCCOC(=O)c1ccccc1)c1ccc([N+](=O)[O-])cc1	1.3
O=C(OCCCc1cc2ccccc2c(=O)o1)c1ccc2c(c1)OCO2	3.8
O=C(O)c1cccc2sc3cc(Cl)ccc3c(=O)c12	31.9
CCS(=O)(=O)N1CCC(C(=O)Oc2ccccc2Cl)CC1	8.7
CC(=O)O[C@H]1[C@H](C)OC=C[C@@H]1OC(C)=O	2.6
Cc1cc(C#Cc2c(-c3ccccc3)n(C)c3ccccc23)ccc1F	-69.9
O=C(O)CCn1c2ccccc2c2nc3ccccc3nc21	21.4
CCN(CC)Cc1c(O)ccc2c(=O)c(-c3ccc(Cl)cc3)coc12	3.0
O=C(NCCN1CCCC1)c1ccc(Cl)cc1Cl	2.1
CCOP(=O)(OCC)c1ccc2ccc3ccccc3c(=O)c2c1	21.9
Cc1cc(S(=O)(=O)NCCCn2ccnc2)c(C)cc1Cl	18.7
Cc1ccc(C2Nc3cccc4cccc(c34)N2)cc1	-0.3
O=C(c1cc(C(=O)N2CCN(c3ccc(F)cc3)CC2)cc([N+](=O)[O-])c1)N1CCN(c2ccc(F)cc2)CC1	-4.1
CC(C)C[C@@H](CSc1ccccc1)N1CCN(C)CCC1=O	-5.4
c1ccc2c(c1)nc(-c1ccncc1)n2CCNc1nc(CN2CCCCC2)cs1	4.3
Cc1cccc(-c2c3c(=O)n(C)c(=O)n(C)c3c3nnc4ccccc4n23)c1	5.3
Cc1cccc(NC(=O)CCN2C(=O)c3ccccc3C2=O)c1	-10.0
O=C(Nc1cc(Cl)ccc1O)C1CC(c2ccccc2Cl)=NO1 (stereo unspecified)	5.4
C[C@H](CO)N1C[C@H](C)[C@@H](CN(C)S(=O)(=O)c2ccccc2)Oc2c(NS(=O)(=O)c3ccccc3)cccc2C1=O	2.9
CC(C)CN1CCC(=O)N([C@H](CN=[N+]=[N-])Cc2ccccc2)CC1	-60.1
O=C(NCCc1c[nH]c2ccccc12)C1CCC(=O)N(CCc2cccc(F)c2)C1 (stereo unspecified)	22.1
Cc1ccc(N=Cc2c(O)c3ccccc3oc2=O)c(C)c1	-7.3
CCN1C(=NCc2ccc(OC)cc2)N[C@@H](c2ccccc2)[C@H](C(=O)OC)[C@H]1C	-14.2
COc1ccc(NC(=O)c2cc3ccccc3o2)cc1OC	-8.8
COc1cc2cc(CCCOC(=O)c3ccc(F)cc3)oc(=O)c2cc1OC	7.0
CCCC1NC(C(=O)O)Cc2c1[nH]c1ccccc21 (stereo unspecified)	-2.2
CCc1nnc(NC(=O)c2ccc(Br)o2)s1	1.2
COC(=O)c1ccc(NC(=O)CN2CCN(CCO)CC2)cc1	-7.2
CCCC[C@@H]1CNCCN1CCc1cc(C(F)(F)F)cc(C(F)(F)F)c1	-12.8
CCc1ccc2[nH]c(=O)c(Cc3ccccc3)c(O)c2c1	22.4
CCOC(=O)CCc1cnccc1-c1cccc(OC)c1O	15.2
Cc1cccc(-c2c3c(nc4c2c(=O)n(C)c(=O)n4C)-c2ccccc2C3O)c1 (stereo unspecified)	-17.9
Cc1c(OCC(=O)C(C)(C)C)ccc2c(-c3ccccc3)cc(=O)oc12	4.4
CS(=O)(=O)N(CC(=O)N1CCc2ccccc2C1)Cc1ccc(F)cc1	-10.8
O=C1[C@H]2[C@@H](c3ccc(F)cc3)N3C(=O)N(c4cccc(Cl)c4)C(=O)[C@@]3(Cc3ccccc3)[C@H]2C(=O)N1C1CCCCC1	-1.1
CCOc1ccc2ncc(S(=O)(=O)c3ccccc3)c(N3CCN(c4ccccc4)CC3)c2c1	11.7
CCN(CC)CCCN1C(=O)C(=O)/C(=C(/O)c2ccccc2)C1c1cc(OC)ccc1OC (stereo unspecified)	18.6
CCCCCCCC(=O)Nc1cc(C(=O)NCc2ccc(C)cc2)ccc1N1CCC2(CC1)CC(c1ccccc1)=NO2	2.8
O=C(Nc1cccnc1)c1ccc2ccccc2c1O	-14.0
CCN(Cc1ccccc1)C(=O)c1ccc(C(=O)N(CC)Cc2ccccc2)cc1	-29.9
COc1ccc2sc(-c3ccc(SC)cc3)c(C#CCO)c2c1	-8.6
O=C(N1CCCCC1)C1(S(=O)(=O)c2ccccc2)CC=CC1	-0.5
O=C(O)c1ccccc1C(=O)OCc1c(-c2ccccc2)ncc2ccccc12	12.6
CCCCCCC(=O)Nc1ccc(S(=O)(=O)Nc2onc(C)c2C)cc1	12.3
O=C(Nc1ccccn1)c1ccc(Br)s1	-10.0
COc1ccc(N2C(=O)N3[C@H](c4ccc(Cl)cc4)[C@@H]4C(=O)N(C5CCCCC5)C(=O)[C@@H]4[C@]3(C)C2=O)cc1	19.2
CCC(CC)COC(=O)C1=C(C)NC(=O)NC1c1cc(OC)ccc1OC (stereo unspecified)	10.4
COc1cc(C#Cc2ccc3cc(CCO)oc(=O)c3c2)cc(OC)c1	-11.5
CCOC(=O)CCNC(=O)CCc1nnc(CCCc2ccccc2)o1	23.8
COC(=O)[C@@]12CCCCN1[C@H](c1ccc(-c3cc(C(C)=O)cs3)c(OC)c1)[C@H]1C(=O)N(C)C(=O)[C@H]12	-9.0

Part of the list above, field by field:
O=C(Nc1ccccn1)c1ccc(Br)s1
  Pf gametocyte = -10.0

O=C(O)c1ccccc1C(=O)OCc1c(-c2ccccc2)ncc2ccccc12
  Pf gametocyte = 12.6

CCCCCCC(=O)Nc1ccc(S(=O)(=O)Nc2onc(C)c2C)cc1
  Pf gametocyte = 12.3

COc1ccc(N2C(=O)N3[C@H](c4ccc(Cl)cc4)[C@@H]4C(=O)N(C5CCCCC5)C(=O)[C@@H]4[C@]3(C)C2=O)cc1
  Pf gametocyte = 19.2

Next section.
SMILES	Pf gametocyte
COc1ccccc1N1CCN(C(=O)c2ccc3ncsc3c2)CC1	-11.2
COc1nc(Nc2ccccc2F)nc(OC)n1	11.2
Cc1cccc(N(CC(=O)NC(C)(C)C)C(=O)CCC(=O)Nc2nccs2)c1	13.6
[N-]=[N+]=N[C@@H](CCN1CC[C@H](O)CCC1=O)c1ccccc1	8.3
CCOc1ccc(-n2c(SCC(N)=O)nnc2-c2ccco2)cc1	-6.2
CN(Cc1ccccc1)C(=O)c1ccc(NC(=O)Cc2cccc(NC(=O)C3CCN(C(=O)C4CCCC4)CC3)c2)cc1	3.3
COC(=O)[C@@]12CCCCN1[C@H](c1ccc(-c3cccc(Cl)c3)cc1)[C@@H]1C(=O)N(C)C(=O)[C@@H]12	6.1
Oc1ccc(Cl)cc1CNc1cccc2cccnc12	-13.2
COc1ccc([C@H]2CC(=O)C=C(c3cc(C=O)ccc3OC)C2)cc1OC	3.7
C=CCC(=O)NC1CCCc2c1cnn2-c1cc(F)cc(F)c1 (stereo unspecified)	1.3
COC(=O)c1ccc2[nH]ccc2c1	3.0
COCCNC(=O)CN1C(=O)c2cccc3cccc1c23	-18.5
COc1cccc(N(CC(=O)N2CCCCCC2)S(C)(=O)=O)c1	-3.2
CCC(CO)Oc1cc(NCc2ccc(C(C)(C)C)cc2)c2ncn(C(C)C)c2c1 (stereo unspecified)	-14.2
NNC(=O)c1c[nH]c2ccc(OCc3ccccc3)cc12	3.0
COc1ccc(OC)c(S(=O)(=O)N2CCN(c3ccc(F)cc3)CC2)c1	24.9
COc1cc(/C=C2\SC(=O)N(CC(=O)Nc3cccc(C)c3)C2=O)ccc1OC(C)C(=O)O (stereo unspecified)	0.4
COc1ccc(C23CC4CC(CC(C4)C2)C3)cc1C(=O)NCCN(C)C	-20.6
COc1ccc(-c2cc(C(F)(F)F)nc(SCCC(=O)N3CCN(C)CC3)n2)cc1	1.0
CCN(CC)C1CC(=O)N(c2ccc(Br)cc2)C1=O (stereo unspecified)	-9.3
CCCCC(CC)C(=O)Nc1cc(C(=O)NCCC)ccc1N1CCC2(CC1)CC(c1ccccc1)=NO2 (stereo unspecified)	-2.8
COC(=O)C(c1ccccc1)C1(O)CC(C)N(C)CC1C (stereo unspecified)	9.0
COc1ccccc1N1CCN(C2CCCN(C(=O)CC(F)(F)F)C2)CC1 (stereo unspecified)	6.4
CC1=C(C)CC(C(=O)Nc2nc(C)cs2)C(C(=O)O)C1 (stereo unspecified)	-8.3
C/C(=C\c1ccccc1)CN1CCN(C(C)C)C(CCO)C1 (stereo unspecified)	5.0
C=CC[C@H](CC(=O)N[C@H](CO)Cc1ccccc1)C(=O)N[C@@H](COC(=O)[C@@H](CC=C)Cc1ccc(F)cc1)Cc1c[nH]c2ccccc12	-11.3
CCc1ccc2oc(-c3ccc(NC(C)=O)cc3)nc2c1	-10.1
COC(=O)CNC(=O)C1CC(=O)N(CCc2ccc(F)cc2)C1 (stereo unspecified)	10.9
Cc1ccc(/C(O)=C2\C(=O)C(=O)N(C)C2c2ccc(F)cc2)cc1 (stereo unspecified)	-1.8
O=c1cc[nH]c2c1ccc1cccnc12	-21.6
O=C1C=C(c2ccc(F)cc2OCc2ccccc2)C[C@@H](c2ccc3c(c2)OCO3)C1	8.9
COc1ccc(S(=O)(=O)N(Cc2ccccc2)c2ccccc2C(=O)O)cc1	-6.6
CCCCCCOc1ccc(/C=C/C(=O)N2CCOCC2)cc1OC	12.4
CCc1nccn1S(=O)(=O)c1cc(OC)ccc1OC	-1.3
c1ccc(-c2ccc3[nH]ccc3c2)cc1	-64.0
CCOc1cc(CNn2cnnc2)cc(Br)c1OCC(=O)NC(C)(C)C	4.3
O=S(=O)(c1cccc(S(=O)(=O)N2CCOCC2)c1)N1CCCCCC1	-25.1
O=C1c2cccc3cccc(c23)C(=O)N1CC1CCN(CC(O)COc2ccc3ccccc3c2)CC1 (stereo unspecified)	10.7
COCCCNC(=O)c1ccc2nc(Cc3ccc(OC)cc3)oc2c1	-16.7
CN(C)CC/C=C1\c2ccccc2Sc2cc(F)c(Cl)cc21	18.4
O=C(OCC1CCNCC1)c1ccc(F)cc1	8.0
CCCOc1ccc(Cc2c(O)nc(SC)[nH]c2=O)cc1C	4.2
Cc1ccc([C@@H]2CC=C(C(=O)O)[C@H](c3cccc(Cl)c3)N2S(=O)(=O)c2ccc(C)cc2)cc1	9.7
CCc1ccc(N2CCN(CCNC(=O)Nc3ccc(OC)cc3)CC2)cc1	-2.7
Cc1ccc(C(=O)Nc2ccccc2-c2ccccc2)cc1S(=O)(=O)Nc1ccccc1	-7.7

Random excerpt: 2 entries already listed, in no set order.
SMILES	Pf gametocyte
O=C1C=C(c2ccc(F)cc2OCc2ccccc2)C[C@@H](c2ccc3c(c2)OCO3)C1	8.9
CCc1nccn1S(=O)(=O)c1cc(OC)ccc1OC	-1.3

Grouped by structure, the entries above containing bromine (4)
SMILES	Pf gametocyte
CCc1nnc(NC(=O)c2ccc(Br)o2)s1	1.2
O=C(Nc1ccccn1)c1ccc(Br)s1	-10.0
CCN(CC)C1CC(=O)N(c2ccc(Br)cc2)C1=O (stereo unspecified)	-9.3
CCOc1cc(CNn2cnnc2)cc(Br)c1OCC(=O)NC(C)(C)C	4.3

Next part.
SMILES	Pf gametocyte
CCOC(=O)C#CC(CCc1ccccc1)OS(N)(=O)=O (stereo unspecified)	22.5
Cc1cc(C2(c3ccc(O)c(C)c3)C(=O)N(C)c3ccc(Br)cc32)ccc1O	-10.6
O=C(Nc1cc(Br)c(O)c(Br)c1)c1cccc(NC(=O)c2ccco2)c1	-16.1
O=C(/C=C/c1cccc(Cl)c1)c1ccc([N+](=O)[O-])o1	-5.2
COCCSc1nnc(NC(=O)c2ccco2)s1	1.9
COC(=O)c1sccc1NC(=O)c1ccc(C(C)C)cc1	-7.4
COc1cc(CN2CCc3c([nH]c4ccccc34)C2)cc(OC)c1	-15.6
CC(=O)Nc1ccc(S(=O)(=O)NNC(=O)c2cccc([N+](=O)[O-])c2)cc1	-17.9
Cc1cccc(C)c1OCC(O)CN1CCc2ccccc2C1 (stereo unspecified)	16.8
Cc1c(NC(=O)/C=C/c2cn(-c3ccccc3)nc2-c2ccc(F)cc2)c(=O)n(-c2ccccc2)n1C	0.6
Cc1cc(C)cc(SCc2noc(C(=O)NCC3CC3)c2C(=O)NCC2CC2)c1	2.1
CCCN1CCC(=O)N(CCN=[N+]=[N-])CC1	6.1
COc1ccc([C@@H]2[C@@H]3C(=O)N(C(C)(C)C)C(=O)[C@@H]3[C@]3(Cc4ccc(Cl)cc4)C(=O)N(c4cccc(C)c4)C(=O)N23)cc1	1.1
CCCCCCCNC(=O)C1(CC2CC(c3ccc(Cl)cc3)=NO2)CCN(C(=O)c2cc(OCC)c(OCC)c(OCC)c2)CC1 (stereo unspecified)	1.5
O=c1[nH]c(/C=C/c2ccccc2)c([N+](=O)[O-])c(=O)[nH]1	0.1

A portion of the library (hit frequency here may not be typical).
